Screening results as filed in PubChem BioAssay.
EP2 mod = modulates human prostaglandin E2 receptor EP2 signaling; hit rate 0.83% among 260,000; P43116; induction, % at 25 µM; AID 940; EP2-expressing cells, cAMP HTRF FRET, PGE2 co-stimulation;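 active means compounds whose cAMP rise, as percent of the full-agonist control response, exceeds 60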;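 further: rat C6 glioma line stably carrying human EP2 under a CMV promoter; the protocol text gives 20 µM as final concentration; 100% = response of wells given 1 µM PGE2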
Target sequence (P43116 whole entry, looked up): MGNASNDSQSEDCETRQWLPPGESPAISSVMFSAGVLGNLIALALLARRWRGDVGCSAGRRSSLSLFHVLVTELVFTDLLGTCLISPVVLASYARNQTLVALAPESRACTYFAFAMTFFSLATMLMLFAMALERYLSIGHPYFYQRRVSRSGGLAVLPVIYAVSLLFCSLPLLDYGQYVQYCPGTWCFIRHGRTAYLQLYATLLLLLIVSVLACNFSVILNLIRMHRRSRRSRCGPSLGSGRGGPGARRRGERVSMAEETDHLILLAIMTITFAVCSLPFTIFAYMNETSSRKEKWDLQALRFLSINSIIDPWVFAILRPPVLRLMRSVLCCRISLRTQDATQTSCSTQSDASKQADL
Hck Nef HTS = blocks Nef-activated human Hck kinase; Recombinant Hck-YEEI plus Nef, Z-Lyte FRET kinase assay; inhibition, % at 20 µM; hit rate 0.68% among 220,000; AID 463187;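 active means Hck-Nef kinase inhibition above about 50%, limit read from the data; inactive means inhibition below that limit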;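 further: 0% = DMSO with Hck plus Nef and 100% = Hck alone without Nef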
Target sequence (P08631 whole entry, looked up): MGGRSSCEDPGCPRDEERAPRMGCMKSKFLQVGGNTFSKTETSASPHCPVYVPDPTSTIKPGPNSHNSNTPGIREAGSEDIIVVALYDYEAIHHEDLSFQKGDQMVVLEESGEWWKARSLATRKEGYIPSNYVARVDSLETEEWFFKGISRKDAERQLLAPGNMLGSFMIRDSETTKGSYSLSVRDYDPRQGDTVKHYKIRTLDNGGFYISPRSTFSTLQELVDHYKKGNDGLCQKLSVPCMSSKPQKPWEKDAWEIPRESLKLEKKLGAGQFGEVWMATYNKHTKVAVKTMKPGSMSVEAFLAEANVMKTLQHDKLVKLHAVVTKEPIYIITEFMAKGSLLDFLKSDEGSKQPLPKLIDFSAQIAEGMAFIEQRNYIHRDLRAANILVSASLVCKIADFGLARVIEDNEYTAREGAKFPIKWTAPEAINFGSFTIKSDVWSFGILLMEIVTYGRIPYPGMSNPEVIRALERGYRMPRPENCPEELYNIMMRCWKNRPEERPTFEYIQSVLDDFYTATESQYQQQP
zVAD death inh = blocks zVAD induced death of L929 cells. L929 zVAD necroptosis rescue, ATP luminescence, 24 h; with zVAD 60 µM. hit rate 0.38% among 220,000. viability rescue, % at 10 µM;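 active means activation, scaled between plate controls, above about 75%, limit read from the data; inactive means activation under that limit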;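 further: 0% = zVAD with DMSO and 100% = DMSO alone without zVAD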
Runt-SMMHC FRET = blocks binding of human RUNX1 Runt domain to CBFb-SMMHC; hit rate 0.74% among 220,000; AID 1434; Cerulean-Runt/Venus-CBFb-SMMHC FRET ratio 530/480, 1 h; Q01196+Q13951; inhibition, % at 20 µM;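 active means mean inhibition across duplicate retests at 20 µM reaching about 50%, limit read from the data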;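 further: 0% = DMSO wells and 100% = wells with excess untagged CBFb-SMMHC; inhibitors lower the FRET ratio by blocking Runt binding to CBFb-SMMHC; some results filed as inactive read as strong as hits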
EP2 antag = inhibitors of human EP2 prostaglandin E2 receptor; C6 glioma cells expressing human EP2, cAMP TR-FRET; cells stimulated with saturating PGE2; P43116; hit rate 0.52% among 260,000; inhibition, % at 25 µM;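 active means percent inhibition above 40 after rounding to a whole number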;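 further: rat C6 glioma host cells with rolipram phosphodiesterase inhibitor present; the protocol text gives 20 µM as final concentration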
TNF necrop inh = inhibitors of TNF-alpha induced necroptosis in Jurkat FADD-/- cells. Jurkat FADD-/- TNF necroptosis rescue, ATP luminescence, 24 h; 0 = TNF only, 100 = no-TNF cells. activation (protection from cell death), % at 10 µM. hit rate 0.068% among 220,000. AID 463075;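 active means activation, meaning protection from cell death, of at least 50% relative to plate controls; inactive means activation below 50%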;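 further: necroptosis triggered by 40 ng/mL TNF-alpha added together with compound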
Runt-CBFb FRET = Runt domain-CBFb interaction inhibition; Q01196+Q13951; Cerulean-Runt/Venus-CBFb FRET ratio 530/480, 1 h; AID 1496; hit rate 0.46% among 220,000; inhibition, % at 20 µM;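 active means inhibition over about 50% at 20 µM in the single-dose screen, limit read from the data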;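 further: 0% = DMSO wells and 100% = excess unlabeled CBFb competitor control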
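Reagent – Venus-CBFb binding partner, 100 nM · Assay system – Cerulean-tagged RUNX1 Runt domain (FRET donor) fusion protein · Input – 100 nM per protein · Incubation – two 1 h room-temperature incubations shielded from light · Measured by – FRET fluorescence · Medium – Tris buffer pH 7.5 with salts and BSA · Benchmarks – unlabeled CBFb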
RBBP9 inh = blocks human serine hydrolase RBBP9 | recombinant RBBP9, FP-Rh probe fluorescence polarization | AID 1515 | inhibition, % at 7.94 µM | hit rate 0.2% among 220,000 | O75884;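 active means inhibition above the campaign mean of all tested compounds plus 3 SD, cut at about 14% in these data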;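 further: plate controls were DMSO wells with RBBP9 for no effect and wells lacking RBBP9 protein for full effect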
Target sequence (O75884 whole entry, looked up): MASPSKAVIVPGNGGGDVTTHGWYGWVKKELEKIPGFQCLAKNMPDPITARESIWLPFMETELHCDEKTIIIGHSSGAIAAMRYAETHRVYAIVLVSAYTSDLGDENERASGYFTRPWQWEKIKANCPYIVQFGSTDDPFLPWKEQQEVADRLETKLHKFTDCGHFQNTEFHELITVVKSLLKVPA
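Test system: recombinant human RBBP9. Quantity: 2.5 µM RBBP9 dispensing solution, before mixing. Detection: FP readout at 525/598 nm. Reagent: Serine-hydrolase probe FP-Rh, 375 nM pre-mixing. Measure: % inhibition. Control set: DMSO-treated enzyme wells and wells lacking RBBP9. Buffer or medium: Tris-NaCl-Pluronic buffer, pH 8.0. Times: preincubation 30 min plus labeling 45 min at 25 °C.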
PERK inh = inhibitors of human PERK kinase. inhibition, % at 5.6 µM. hit rate 0.17% among 220,000. CHO PERK-DD fusion, SEAP luminescence translation reporter. AID 1416;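 active means inhibition above the mean inhibition of all tested compounds plus 3 SD, set separately per screening campaign, cut at about 2.9% in these data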;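 further: PERK kinase domain activated by AP20187 dimerizer at 100 nM; 0% = DMSO with dimerizer and 100% = rapamycin at 8.4 µM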
Active calls of the source: *; . = not tested or not shown; & = joins results of further samples. Only part of the results is shown. The share of hits here may be higher or lower than overall.

SMILES	EP2 mod	Hck Nef HTS	zVAD death inh	Runt-SMMHC FRET	EP2 antag	TNF necrop inh	Runt-CBFb FRET	RBBP9 inh	PERK inh
CCN(CC)CCN1C(=O)C(=O)/C(=C(/O)c2cnn(-c3ccccc3)c2C)C1c1cccnc1 (stereo not drawn)	-2	10	-0.3	0	17	0.4	0	-6	0.6
CCOC(=O)CNC(=O)c1cc(-c2ccc3c(c2)OCCO3)oc1C	-30	1	-0.3	1	14	-0.4	8	-1	1.5
O=C(CSc1nnc(-c2ccco2)o1)N1CCOCC1	-4	1	0.0	-3	5	-0.3	1	2	-0.6
COc1ccc(/C(O)=C2\C(=O)C(=O)N(CC3CCCO3)C2c2cc(OC)ccc2OC)cc1 (stereo not drawn)	27	3	0.6	0	6	-2.3	4	-8	1.4
COc1c2ccoc2c(OC[C@@H](O)C(C)(C)OC)c2oc(=O)ccc12	14	3	2.7	84*	6	0.6	30	-7	0.0
CCCC(c1nnnn1Cc1ccco1)N1CCN(c2cc(Cl)ccc2C)CC1 (stereo not drawn)	22	1	0.3	0	8	-3.2	3	-1	-0.9
CC(=O)C1=C(O)C(=O)N(c2ccc(S(N)(=O)=O)cc2)C1c1ccc([N+](=O)[O-])cc1 (stereo not drawn)	8	-1	-0.1	-7	1	-0.6	-1	-10	0.8
CC1CCCC(NC(=O)COC(=O)c2sc3ccccc3c2Cl)C1C (stereo not drawn)	18	3	0.3	-2	7	0.8	0	-6	0.5
C=C(C)C1Cc2c(C)nn(-c3ccccn3)c2C1 (stereo not drawn)	42	4	-0.1	-7	10	-0.3	1	-10	0.4
CCNc1nc(SCC(=O)OC)nc(N2CCOCC2)n1	23&-11	2	1.9	4	5&8	-0.3	-2	-2	-0.3
CN1OCC(S(=O)(=O)c2ccccc2)C1c1ccccc1 (stereo not drawn)	-7	8	1.1	-4	2	1.6	1	1	1.4
CCCNC(=O)COC(=O)c1ccccc1C(=O)N(C)C1CCCCC1	13	4	0.7	3	7	1.0	-1	4	0.4
CCOC(=O)/C(C(=O)Nc1ccccc1Br)=C1/NC(C)(C)Cc2ccccc21	55	-6	.	3	3	2.6	-1	1	0.2
O=C(COC(=O)C1CC1)Nc1ccccc1Sc1ccccc1	52	5	2.2	1	-1	1.5	0	-6	0.6
COc1cc(C2C(C(=O)c3ccc(C)o3)=C(O)C(=O)N2Cc2cccnc2)ccc1O (stereo not drawn)	16&-5	-1	1.2	-7	0	-0.7	0	-10	0.3
O=C(O)COc1ccccc1/C=N/NC(=O)c1ccc(F)cc1	24	-16	1.3	0	6	0.1	-19	5	0.1
COc1ccc(NC(=S)N2CCN(C(=O)c3ccccc3)CC2)cc1	-30	16	-0.9	-8	11	2.0	2	5	0.1
Fc1ccccc1NC(=S)Nc1ccc(Br)cc1	-20	-1	0.5	1	11	-1.4	5	-5	0.9
Cn1c(=O)[nH]c(=O)c2c1nc(NC1CCCCC1)n2CCO	-4	24	-0.6	-3	14	-1.3	2	.	.
O=C(OCC1OC(n2cnc3c(N(C(=O)c4ccccc4)C(=O)c4ccccc4)ncnc32)C(O)C1F)c1ccccc1 (stereo not drawn)	-6	-1	0.0	1	12	-2.6	-2	-18	-0.4

An excerpt from above, limited to TNF necrop inh:
Molecule	TNF necrop inh
CCNc1nc(SCC(=O)OC)nc(N2CCOCC2)n1	-0.3
CN1OCC(S(=O)(=O)c2ccccc2)C1c1ccccc1 (stereo not drawn)	1.6
CCCNC(=O)COC(=O)c1ccccc1C(=O)N(C)C1CCCCC1	1.0

The listing picks up, starting 2 compounds before the break.
SMILES	EP2 mod	Hck Nef HTS	zVAD death inh	Runt-SMMHC FRET	EP2 antag	TNF necrop inh	Runt-CBFb FRET	RBBP9 inh	PERK inh
Cn1c(=O)[nH]c(=O)c2c1nc(NC1CCCCC1)n2CCO	-4	24	-0.6	-3	14	-1.3	2	.	.
O=C(OCC1OC(n2cnc3c(N(C(=O)c4ccccc4)C(=O)c4ccccc4)ncnc32)C(O)C1F)c1ccccc1 (stereo not drawn)	-6	-1	0.0	1	12	-2.6	-2	-18	-0.4
Cc1ccc(S(=O)(=O)N(C)c2ccc(OC(=O)c3ccc(=O)[nH]c3)cc2)cc1	-15	-15	1.2	-3	2	-0.8	-1	-5	-0.1
Cc1ccc(S(=O)(=O)N2CCCC2C(=O)OCc2nc3ccccc3s2)cc1 (stereo not drawn)	-10	8	-0.1	-2	6	-1.0	0	-4	0.5
CC(=C\c1ccco1)/C=C(\C#N)C(=O)NCCc1c[nH]c2ccccc12	1	3	3.1	-2	7	-3.5	2	-9	0.5
Cc1ccc(CNC(=O)c2ccccc2N)cc1	16	-1	0.4	3	4	0.5	1	-1	0.4
COc1cc(C(=O)OCC(=O)NCc2ccccc2)cc(NC(=O)c2ccco2)c1OC	10	-1	0.0	2	7	0.4	-1	4	-0.7
C=CCOc1cc(OC)c(OC)c(OC)c1	17	10	-0.6	0	1	-0.5	1	-5	0.3
COC(=O)c1cc(Br)c(=O)n(CCN2CCCC2)c1	11	0	-0.1	-3	15	-2.5	.	-2	1.4
CCn1nc(NC(=O)c2cccnc2)c2cc3cccc(C)c3nc21	25	6	2.8	-22	13	0.8	11	-4	-0.3
O=C(NC1CCCCC1)C(c1ccco1)N(C(=O)C(F)(F)F)C1CC1 (stereo not drawn)	1	4	-0.3	11	16	-1.3	-1	-11	-0.7
COc1ccc(C)cc1S(=O)(=O)N(C)CC(=O)N1CCCCCC1	9	1	-0.3	2	2	-0.4	0	-1	-0.4
CC(=O)NCc1ccc(S(=O)(=O)N/N=C/c2ccc(Br)cc2)cc1	3	2	1.7	2	6	2.1	0	-3	-0.3
C=CCn1c(SCc2csc(-c3ccc(C)cc3)n2)nnc1-c1ccccc1OC	24	3	-0.4	0	7	-6.7	-1	0	0.2
Cc1ccc(NC(=O)c2nc[nH]c2C(=O)N2CCOCC2)c(C(=O)c2ccccc2)c1	8	17	2.0	.	4	0.4	.	-9	0.1
CCOc1cccc(C(=O)NC(c2ccccc2)C(C)C)c1 (stereo not drawn)	-2	8	1.4	2	14	1.8	1	-3	-0.3
Cc1nc2c(C)cccn2c1/C(O)=C1\C(=O)C(=O)N(CCN(C)C)C1c1ccccc1 (stereo not drawn)	10	7	0.6	-4	9	4.3	3	-5	-0.3
COC(=O)c1ccccc1NC(=O)CNC(=O)c1ccco1	13	3	-0.1	-1	14	-2.1	-1	-3	0.4
COC(=O)N/N=C/c1ccc([N+](=O)[O-])s1	-14	2	0.8	-7	7	-3.2	8	-9	1.0
CCN(CC)CCN1C(=O)C(O)=C(C(=O)c2ccco2)C1c1ccccn1 (stereo not drawn)	-1	0	-0.9	10	18	-0.1	9	-11	-0.4
O=C(c1cn[nH]c1)c1cc(F)ccc1O	25	0	-0.2	2	9	-3.2	2	-4	0.0
O=C(c1nn2c(C(F)(F)F)cc(-c3cccs3)nc2c1Cl)N1CCCc2ccccc21	53	-14	.	-153	9	5.2	-76	-6	0.2

Rewritten bar-delimited: entries from further up.
Structure | EP2 mod | Hck Nef HTS | zVAD death inh | Runt-SMMHC FRET | EP2 antag | TNF necrop inh | Runt-CBFb FRET | RBBP9 inh | PERK inh
CCCC(c1nnnn1Cc1ccco1)N1CCN(c2cc(Cl)ccc2C)CC1 (stereo not drawn) | 22 | 1 | 0.3 | 0 | 8 | -3.2 | 3 | -1 | -0.9
O=C(CSc1nnc(-c2ccco2)o1)N1CCOCC1 | -4 | 1 | 0.0 | -3 | 5 | -0.3 | 1 | 2 | -0.6
COc1ccc(C)cc1S(=O)(=O)N(C)CC(=O)N1CCCCCC1 | 9 | 1 | -0.3 | 2 | 2 | -0.4 | 0 | -1 | -0.4

6 entries from above, sorted by the number in Runt-CBFb FRET, highest first.
Molecule	EP2 mod	Hck Nef HTS	Runt-SMMHC FRET	Runt-CBFb FRET	RBBP9 inh	PERK inh
CCN(CC)CCN1C(=O)C(O)=C(C(=O)c2ccco2)C1c1ccccn1 (stereo not drawn)	-1	0	10	9	-11	-0.4
CCOC(=O)CNC(=O)c1cc(-c2ccc3c(c2)OCCO3)oc1C	-30	1	1	8	-1	1.5
CC(=C\c1ccco1)/C=C(\C#N)C(=O)NCCc1c[nH]c2ccccc12	1	3	-2	2	-9	0.5
C=CCOc1cc(OC)c(OC)c(OC)c1	17	10	0	1	-5	0.3
O=C(COC(=O)C1CC1)Nc1ccccc1Sc1ccccc1	52	5	1	0	-6	0.6
COC(=O)c1ccccc1NC(=O)CNC(=O)c1ccco1	13	3	-1	-1	-3	0.4

(cont.)
SMILES	EP2 mod	Hck Nef HTS	zVAD death inh	Runt-SMMHC FRET	EP2 antag	TNF necrop inh	Runt-CBFb FRET	RBBP9 inh	PERK inh
CC12CN(C(=O)c3ccco3)CC(c3ccccc3)(CN(C(=O)c3ccco3)C1)C2=O	17	0	-0.3	6	8	-1.4	3	-8	-0.6
COc1ccc(Nc2ncnc3scc(-c4ccc(OC)cc4)c23)cc1	37	4	-0.5	3	5	-6.3	-5	-6	-0.7
Cc1nc(C)c(C(=O)N/N=C/c2cn(C)c3ccccc23)s1	-30	9	2.5	-4	14	-9.6	0	0	-0.1
O=C(N/N=C/c1ccco1)C1CC1(c1ccccc1)c1ccccc1 (stereo not drawn)	29	2	0.8	1	7	4.6	15	-6	-0.2
COc1ccccc1-n1c(SCC(=O)Nc2ccccc2F)nc2[nH]ncc2c1=O	-4	1	0.6	7	3	-0.4	-2	-2	-0.8
O=C(CN1CCOCC1)Nc1ccccc1	-19	-1	0.1	-2	12	0.3	-1	-4	-0.6
CCOC(=O)c1c(NC(=O)c2cccc(N3C(=O)CCC3=O)c2)sc(C)c1C	55	0	-0.1	-6	12	-5.3	-3	5	-0.7
O=C(Cc1ccc(Nc2nc(=S)[nH]c3ccccc23)cc1)NC1CCCCC1	-47	20	9.5	-3	3	3.5	4	-15	-0.6
CCOc1ccc(-c2cn(-c3ccc(OC)cc3)c(SC)n2)cc1	-41	1	0.0	0	6	0.6	-6	-1	-0.8
CCC(Sc1nc(=O)cc(N)n1-c1ccccc1)C(=O)Nc1cc(C)on1 (stereo not drawn)	29	1	1.4	0	7	0.6	0	-2	1.0
CCn1c2ccccc2c2cc(/C=N/NC(=O)c3ccccc3)ccc21	-22	1	21	7	10	-14	0	-5	-0.2
CNc1csc(C)c(C)c1=O	14	2	2.1	0	3	0.3	-1	-8	0.3
Nc1nc(Nc2cccc(Cl)c2)n[nH]1	-25	40	2.8	3	-1	1.5	4	-2	0.4
CC(C)(Oc1ccc(-c2ccco2)cc1)C(=O)O	23	7	0.6	-1	13	1.3	9	-6	0.5
Cc1ccc(C(=O)Nc2cc3c(oc2=O)CCCC3=O)cc1	14	-1	1.5	2	7	-1.1	-1	-7	0.6
CCOC(=O)c1ccccc1NC(=O)c1cc2sccc2n1C	51	2	0.1	2	7	-2.6	0	-6	1.4
